FXIa inh 1536 = blocks human coagulation factor XIa protease activity. P03951. purified FXIa, Boc-Glu-Ala-Arg-AMC fluorogenic substrate. inhibition, % at 5 µM. actives 0.14% (n = 220,000). AID 798;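 active = inhibition of at least 40%; inactive = inhibition below 40%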;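 also: fluorescence of freed AMC excited at 355 nm; 0% = enzyme without compound and 100% = no enzyme blank; many of its hits are not listed in these tables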
KCC2 mod = modulates chloride dependent transport by human KCC2; Q9H2X9; KCC2 cells, thallium flux FluoZin-2 fluorescence; B-score of Tl+ flux slope (higher = more flux/activation; lower = inhibition) at 10 µM; actives 2.2% (n = 190,000);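 active = thallium flux slope and its plate-corrected score both differing from the plate sample mean at a set confidence after two filtering rounds, in either direction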;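 also: slope of fluorescence scaled to starting intensity during 10 to 20 s after thallium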
Target sequence (Q9H2X9 whole entry, looked up): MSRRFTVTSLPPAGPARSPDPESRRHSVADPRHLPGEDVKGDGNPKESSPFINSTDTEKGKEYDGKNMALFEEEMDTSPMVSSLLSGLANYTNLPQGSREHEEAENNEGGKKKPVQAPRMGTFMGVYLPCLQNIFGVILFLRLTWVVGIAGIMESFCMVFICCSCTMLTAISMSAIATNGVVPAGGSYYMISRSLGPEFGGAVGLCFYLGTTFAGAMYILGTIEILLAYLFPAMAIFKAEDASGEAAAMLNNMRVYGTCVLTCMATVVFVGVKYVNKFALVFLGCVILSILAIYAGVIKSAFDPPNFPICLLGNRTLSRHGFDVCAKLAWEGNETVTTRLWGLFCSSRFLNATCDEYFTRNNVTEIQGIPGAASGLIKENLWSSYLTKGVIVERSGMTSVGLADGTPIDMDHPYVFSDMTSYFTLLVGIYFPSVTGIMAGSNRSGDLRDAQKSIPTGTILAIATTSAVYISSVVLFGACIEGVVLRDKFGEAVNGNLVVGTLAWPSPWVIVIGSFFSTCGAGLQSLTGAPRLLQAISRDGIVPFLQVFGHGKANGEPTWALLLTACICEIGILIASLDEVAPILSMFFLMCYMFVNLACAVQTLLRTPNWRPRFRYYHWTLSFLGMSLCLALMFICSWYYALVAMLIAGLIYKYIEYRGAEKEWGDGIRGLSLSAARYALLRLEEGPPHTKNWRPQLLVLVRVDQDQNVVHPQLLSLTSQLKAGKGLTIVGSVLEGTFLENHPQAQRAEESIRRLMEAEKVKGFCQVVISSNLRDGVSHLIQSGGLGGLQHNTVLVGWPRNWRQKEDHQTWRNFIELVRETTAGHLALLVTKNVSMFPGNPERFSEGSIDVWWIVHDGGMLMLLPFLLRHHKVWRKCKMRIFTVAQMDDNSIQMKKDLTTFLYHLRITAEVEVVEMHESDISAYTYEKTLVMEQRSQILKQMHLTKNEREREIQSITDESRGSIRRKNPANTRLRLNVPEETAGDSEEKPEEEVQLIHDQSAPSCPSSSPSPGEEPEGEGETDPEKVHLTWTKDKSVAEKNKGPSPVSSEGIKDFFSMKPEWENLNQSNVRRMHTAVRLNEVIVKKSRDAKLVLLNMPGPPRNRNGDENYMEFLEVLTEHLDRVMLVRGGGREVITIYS
thrombin 1536 = inhibitors of human thrombin | P00734 | alpha-thrombin, Boc-VPR-AMC fluorogenic substrate cleavage | inhibition, % at 5 µM | actives 0.26% (n = 220,000);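 active = inhibition at or above 40%; inactive = inhibition below 40%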;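 also: 0% = enzyme with no compound and 100% = wells without enzyme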
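Test system: human alpha-thrombin; medium: pH 7.5 Tris-saline with Tween 20; times: reaction at room temperature; signal: AMC fluorescence at 355 nm excitation and 460 nm emission; also added: Boc-VPR-AMC substrate, 15 µM final; dosing: one concentration per compound, 5 µM, with 0.2% DMSO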
p97 inhibitor = human p97 ATPase inhibition; actives 0.42% (n = 220,000); inhibition, % at 8 µM; AID 1481; P55072; recombinant p97 ATPase, Kinase-Glo ATP luminescence, 3 h; in the data active = inhibition above about 15%;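 also: 0% = DMSO vehicle and 100% = wells lacking enzyme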
PERK inh = blocks human PERK kinase; Q9NZJ5; CHO PERK-DD fusion, SEAP luminescence translation reporter; inhibition, % at 5.6 µM; actives 0.17% (n = 220,000); AID 1416;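 active = inhibition above the mean inhibition of all tested compounds plus 3 SD, set separately per screening campaign, cut at about 2.9% in these data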;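 also: PERK kinase domain activated by AP20187 dimerizer at 100 nM; 0% = DMSO with dimerizer and 100% = rapamycin at 8.4 µM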
Wee1 stabilizer = inhibitors of human Wee1 degradation; AID 1321; P30291; reporter increase, % at 5 µM; HeLa Luc-Wee1K328M stability, luciferase luminescence; 100% = proteasome inhibitor MG132 effect; actives 1.2% (n = 220,000);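 active = activation above the mean of all tested compounds plus 3 SD, set per screening run, cut at about 8.8% in these data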;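 also: cells exposed to compound for 20 h before luminescence read; 0% = DMSO alone and 100% = MG132 at 30 µM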
FXIIa inh = inhibitors of human coagulation factor XIIa; P00748; purified FXIIa, Boc-QGR-AMC fluorogenic substrate, 2 h; inhibition, % at 5 µM; actives 0.3% (n = 220,000); AID 800; in the data active = inhibition above about 40%;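 also: 0% = enzyme with no compound and 100% = blank without enzyme; many of its hits are not listed in these tables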
Furin inh = human furin inhibition. purified furin, fluorogenic substrate cleavage. inhibition, % at 30 µM. P09958. actives 0.061% (n = 220,000); in the data active = inhibition above about 25%; also: inactives centre near -15
KLK5 inh = blocks human kallikrein 5 protease activity; inhibition, % at 5 µM; AID 873; Q9Y337; recombinant hK5, fluorogenic AMC substrate cleavage; actives 0.59% (n = 210,000);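 active = inhibition of 40% or more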;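 also: 0% = enzyme controls without compound and 100% = no-enzyme blanks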
An asterisk follows results filed as active; nt = no result given; [ ] = dose if it differs, or a comment. Compounds were not picked by outcome. About 4.4% of those tested had a hit in this group.

SMILES	FXIa inh 1536	KCC2 mod	thrombin 1536	p97 inhibitor	PERK inh	Wee1 stabilizer	FXIIa inh	Furin inh	KLK5 inh
CSc1sc(C)cc1C=O	-1	-0.0057	2	2	0.9	7	7	-16	11
CCc1nnc(NC(=O)c2cc(-c3cccnc3)nc3ccccc23)s1	-3	-0.81	-8	0	0.0	-3	7	-27	0
COC(=O)c1cn(NC(=O)c2ccc([N+](=O)[O-])cc2Cl)c(=O)c2ccccc12	-2	0.003	-3	-3	0.5	8	9	-19	2
CCOc1ccc(C(=O)NC(=S)Nc2ccc(NC(=O)CC)cc2)cc1[N+](=O)[O-]	3	0.31	-5	-3	-0.9	1	4	-14	-6
CCC(C)(C)NC(=O)/C=C/c1cccs1	18	0.62	-6	3	0.5	1	25	-6	8
O=C(O)CSC(C(=O)Nc1ccc(C(F)(F)F)cc1)c1ccccc1 (stereo unspecified)	7	nt	1	-4	0.7	-1	11	-17[20 µM]	-8
CCC12CN3CCN(CC(C3)/C1=N\NC(=O)c1ccc(C(C)(C)C)cc1)C2	6	-0.76	3	21*	0.8	-1	13	0	-2
N#C/C(=C(/O)COC(=O)COc1cccc(Br)c1)c1nc2ccccc2[nH]1	3	0.67	4	8	1.6	-2	12	-16	-5
Cc1[nH]c2ccccc2c1C(=O)CSC(=S)N1CCOCC1	0	1.1	-1	6	-1.3	-3	8	-15	-2
COc1ccc(NC(=O)c2ccc(NC(=O)CN(C)CC(=O)Nc3c(C)cccc3C)cc2)cc1	7	-1.2	-7	9	0.9	-2	6	-3	-3
COc1ccc(S(=O)(=O)N[C@@H](C)C(=O)OCC(=O)Nc2cc3oc4ccccc4c3cc2OC)cc1	0	-1.7	-8	6	-1.0	2	9	-4	-8
O=C(Nc1ccccc1Cl)c1ccc2c(c1)N(Cc1ccc(F)cc1)C(=O)CS2=O (stereo unspecified)	5	0.19	-1	3	-0.2	0	10	-6	-12
COc1cc(C2c3c(-c4cc(C)cc(C)c4O)n[nH]c3C(=O)N2CCCO)cc(OC)c1OC (stereo unspecified)	9	nt	2	-3	-1.2	2	15	-10	-20
Cc1oc(-c2ccccc2)nc1C(=O)Nc1nccs1	-7	7.7*	4	6	1.3	-4	1	-9	-13
COC(=O)c1cc(COc2ccc3oc(C)c(C(=O)OC)c3c2)c(C)o1	-6	-0.63	-5	-7	0.4	-1	-9	-14	8
COC(=O)c1cccnc1N1CCN(c2ccccc2F)CC1	-1	nt	-6	-4	-0.3	-3	12	-26[20 µM]	-13
CCOC(=O)c1[nH]c2ccccc2c1NC(=O)C1CCCCC1	1	0.48	2	1	0.5	3	2	-3[20 µM]	-32
Cc1ccc(Cn2c(=O)c3ccccc3n3c(CCC(=O)O)nnc23)cc1	nt	1.8	nt	5	1.1	-1	nt	-25	nt
CCCSc1nc2[nH]ncc2c(=O)[nH]1	5	-0.2	-3	-1	0.5	-4	1	-14	-8
CCn1c(=O)c(C(=O)NCc2ccc(OC)c(OC)c2)c(O)c2ccccc21	-2	-0.95	-3	9	0.1	6	16	-19	-8
COc1ccccc1C(=O)NNC1=C(C(=O)C(F)(F)F)CCC1	-12	4.9*	3	5	1.1	1	-3	-8	-249
COc1cccc([C@@H]2Oc3ccc(OC)cc3C(=O)[C@H]2OC(=O)Nc2cc(OC)c(OC)c(OC)c2)c1	-3	0.17	-2	0	-1.5	-1	3	-8	-10
O=C(CSc1n[nH]c(=O)[nH]c1=O)c1ccccc1[N+](=O)[O-]	-2	-0.35	-9	6	0.5	2	3	-10	-1
O=C(Nc1cc(Cl)ccc1N1CCOCC1)c1cccnc1Cl	0	0.47	-5	1	-0.4	0	4	-10	-3
Oc1ccc(Nc2nnc(-c3ccc(O)cc3)c3ccccc23)cc1	-3	-0.5	-12	11	1.1	3	4	-19	-1
SMILES	FXIa inh 1536	KCC2 mod	thrombin 1536	p97 inhibitor	PERK inh	Wee1 stabilizer	FXIIa inh	Furin inh	KLK5 inh
Cc1ccc(-c2nc(CS(=O)CC(=O)NCCN3CCOCC3)c(C)o2)cc1 (stereo unspecified)	10	nt	4	0	1.0	0	16	-32	-3
CS(=O)(=O)N(CC(=O)N1CCCCCC1)Cc1ccc(Cl)cc1	-26	nt	-4	2	-0.5	-2	2	-22[20 µM]	5
CCCNS(=O)(=O)c1ccc(CCC(=O)N2CCN(c3ccc(OC)cc3)CC2)cc1	5	-0.22	2	-4	-0.2	1	17	-21[20 µM]	17
Cc1c(C(=O)O)c(-c2ccccc2)nn1-c1ccccc1	-12	0.98	-2	3	-0.3	-1	-9	-11[20 µM]	2
Cc1cccc(-c2nc(C#N)c(NCC3CCCO3)o2)c1 (stereo unspecified)	-5	-1	-7	0	-0.2	3	0	-50	-4
CCCCNC(=O)OC(C)CNC(=O)OC (stereo unspecified)	-3	nt	-1	-2	-0.4	0	6	-10[20 µM]	-2
CC(C)(C)CC(=O)NCc1ccc(F)cc1	2	nt	-5	1	0.0	2	-20	2[20 µM]	-14
COc1ccc(C2/C=C\CN(S(=O)(=O)/C=C/c3ccccc3)[C@H](Cc3ccccc3)C(=O)N2Cc2ccc(F)cc2)cc1 (stereo partly specified)	-2	0.58	-6	nt	nt	nt	3	-14	-2
Cc1nnc(N(C)C(=O)c2cnccn2)s1	-2	0.47	-7	6	1.0	-2	4	-26	2
O=C(NCC1CCCO1)c1cccc(F)c1 (stereo unspecified)	-8	-0.013	-6	0	0.7	-3	-12	-15[20 µM]	-1
CSc1ccc(CN2CCC(CO)(Cc3ccc(Cl)cc3)CC2)cc1	17	-1	9	-6	-0.7	0	15	-15	21
COc1ccc2nc(NC(=O)C3=NN(c4ccccc4)C(=O)CC3)sc2c1	10	1.1	-5	5	0.0	-1	9	-18	0
Cc1ccc(N2CSC3=C(C#N)C(c4cccs4)CC(=O)N3C2)cc1 (stereo unspecified)	19	nt	5	8	2.1	-2	8	-5	-10
CC(=O)c1ccc(Nc2cc(C)nc3c(C)cc(C)cc23)cc1	26	-0.82	11	-2	-1.1	11*	31	7	44*
O=C(c1ccc(F)cc1F)C1CCN(c2ccc([N+](=O)[O-])cn2)CC1	-15	-0.17	-1	1	-0.8	-4	14	-2	15
O=C(NCCCN=C1NS(=O)(=O)c2ccccc21)c1ccc(S(=O)(=O)N2CCCCC2)cc1	1	-0.025	-4	3	1.0	-1	9	-21[20 µM]	-8
CCCCn1nc2cc(C(=O)NCc3ccccc3OC)ccc2c1OCC	-2	-0.94	2	1	-1.2	-1	14	-13[20 µM]	-40
O=C(Oc1cccc(-n2cnnn2)c1)c1ccccc1Cl	-8	0.067	-16	-4	-0.2	2	6	-12	-3
O=C(c1cc(-c2ccco2)on1)N1CCOCC1	-6	nt	-4	-1	0.0	-2	-14	-9	1
CN(C)c1ccc(C=C(c2nnnn2-c2ccccc2)c2nnnn2-c2ccccc2)cc1	-1	-0.28	-9	3	0.2	4	1	-17	-15
Cc1c(Br)c([N+](=O)[O-])nn1CC(=O)Nc1cccc2nonc12	-9	0.44	-22	2	-0.4	-2	6	-21	-5
CCn1c(COc2cccc(C)c2)nnc1SCC(=O)N1CCCC1	0	nt	0	-2	-0.9	0	6	-15	0
C/C=C(/C)C(=O)O[C@@H]1c2cc3c(c(OC)c2-c2c(cc(OC)c(OC)c2OC)[C@@H](OC(C)=O)[C@@H](C)[C@H]1C)OCO3	0	-0.59	1	nt	nt	nt	7	-20	-3
Cc1cc(C)cc(-c2nc(-c3ccncc3)no2)c1	-1	1.5	-7	5	1.2	4	7	-29	-21
CCN1CCN(C(c2cccs2)C(C)NC(=S)Nc2cc(C)ccc2C)CC1 (stereo unspecified)	-3	-1	-7	3	-0.2	-3	6	-17	-2

Molecules above that contain a CF3 group:
SMILES	FXIa inh 1536	KCC2 mod	thrombin 1536	p97 inhibitor	PERK inh	Wee1 stabilizer	FXIIa inh	Furin inh	KLK5 inh
O=C(O)CSC(C(=O)Nc1ccc(C(F)(F)F)cc1)c1ccccc1 (stereo unspecified)	7	nt	1	-4	0.7	-1	11	-17[20 µM]	-8
COc1ccccc1C(=O)NNC1=C(C(=O)C(F)(F)F)CCC1	-12	4.9*	3	5	1.1	1	-3	-8	-249

New compounds follow.
SMILES	FXIa inh 1536	KCC2 mod	thrombin 1536	p97 inhibitor	PERK inh	Wee1 stabilizer	FXIIa inh	Furin inh	KLK5 inh
Cc1cc(C(F)(F)F)n(-c2nc(C(=O)NNS(=O)(=O)c3ccccc3[N+](=O)[O-])cs2)n1	3	3.6	3	2	1.5	-1	9	-29	nt
CC(C)Cc1cc(CN2CCC(CO)(Cc3ccccc3)CC2)[nH]n1	29	-0.56	14	-6	-1.1	3	21	-8	23
N#CCSc1nnc(-c2ccc(S(=O)(=O)N3CCOCC3)cc2)n1CC1CCCO1 (stereo unspecified)	3	nt	-4	0	0.5	-1	10	-12	-7
Cc1nc(NC(=O)CSc2ccc(-c3nc4ccccc4[nH]3)cn2)sc1C	10	0.27	-5	1	-0.5	6	10	-13	-24
CCC(C)c1ccccc1NC(=O)C(C)NCCN(C)C (stereo unspecified)	5	-0.97	-3	6	1.3	1	4	-17	-4
CN(C)CCCN(Cc1ccc2c(c1)OCO2)C(=O)NC1CCCCC1	9	-0.25	-1	5	0.5	-1	2	-26	2
Nn1c(=O)c2ccccc2n2c(SCc3ccc(C(F)(F)F)cc3)nnc12	3	-0.99	-8	1	-0.2	2	10	-6[20 µM]	-13
COc1ccc(-c2cc(C(=O)Nc3ccc(C)cc3)no2)cc1	-4	0.73	-8	3	-0.4	-1	6	-21[20 µM]	-14
COc1ccc(OC)c(S(=O)(=O)NCC2CCCO2)c1 (stereo unspecified)	-11	nt	-5	-8	-0.2	1	-4	-16	6
Cc1cccc(N2C(=O)C3C4CC(=O)C(c5ccccc54)C3C2=O)c1C (stereo unspecified)	-5	0.38	-5	3	0.1	0	0	-8	-13
CCOc1cc(N2CCOCC2)c(OCC)cc1NC(=O)CN1C(=O)NC(Cc2ccccc2)C1=O (stereo unspecified)	0	-0.45	-5	2	-0.7	2	10	-19	-5
Cc1nnsc1C(=O)N/N=C/c1ccccc1	7	0.11	-1	7	1.4	2	9	-11	-1
CCc1ccc2c(c1)c(N=NC1=NC(=O)CS1)c(O)n2C	10	9.4*	0	-7	0.0	-3	6	2[20 µM]	3
CC(C)(C)n1nnnc1C(c1cccc(C#N)c1)N1CCC(Cc2ccccc2)CC1 (stereo unspecified)	1	-0.25	-5	2	0.6	-3	5	-18[20 µM]	0
Cc1oc2c(c1C(=O)NC(Cc1c[nH]c3ccccc13)C(=O)O)CCCC2 (stereo unspecified)	-11	0.92	-3	4	2.1	-2	-8	-19	-10
CCC(C)NC(=O)C(=O)NCc1ccccn1 (stereo unspecified)	2	0.9	-2	6	-0.1	5	13	-12	nt
FC(F)(F)c1ccccc1CN1CCN(C2CCCCCC2)CC1	3	0.66	-1	2	-0.5	1	18	-9	-18
Cc1ccc(S(=O)(=O)N(CCO)c2cc3c(s2)CCCC3)cc1	1	nt	1	-6	-0.2	1	5	-26[20 µM]	-28
COc1ccc(CCNC(=O)c2ccc([N+](=O)[O-])cc2)cc1	-2	-0.026	0	0	1.6	4	11	-8	-3
COc1ccc(NS(=O)(=O)c2ccc(NC(=O)c3ccccc3)cc2)nn1	2	0.76	-3	4	1.4	11*	9	-20	nt
COc1ccc(NC(=S)N(CCCN2CCCC2)Cc2cccn2Cc2ccc(Cl)cc2)cc1Cl	-7	0.93	-3	3	0.4	-2	7	-20	nt
Cc1ccnc2nc(C(=O)Nc3ccc4c(c3)OCO4)nn12	2	0.012	4	-12	0.1	2	-2	-8[20 µM]	0
